Screening results deposited in PubChem by Sanford-Burnham Center for Chemical Genomics.
SENP7 block – blocks the human protease SENP7; inhibition, % at 5 µM; Q9BQF6; recombinant SENP7, Z-RLRGG-aminoluciferin luminescence, 40 min; 1.5% of 330,000 active;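 active means inhibition above about 50% at the single test dose, limit read from the data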;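 further: plate controls were DMSO with enzyme for no effect and no enzyme buffer wells for full effect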
SENP1 FRET inh – inhibitors of human SENP1 SUMO protease catalytic domain | Q9P0U3 | recombinant SENP1 catalytic domain, CyPet-SUMO1-YPet FRET cleavage | inhibition, % at 10 µM | 0.21% of 360,000 active;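 active means inhibition at least 30% at 10 µM, raw YFP signal under a set limit, fluorescence ratio 0.5 to 1.5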;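 further: 0% = enzyme with DMSO and 100% = no enzyme wells; some results filed as inactive read as strong as hits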
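Assay system – human recombinant His6-tagged SENP1 catalytic domain enzyme · Input – SENP1 enzyme, 20 pM final · Buffer or medium – Tris pH 8 buffer plus EDTA, NaCl, BME, BSA, NP40, catalase · Schedule – 50 min reaction at room temperature · Technique – FRET read of cyan and yellow fluorescence · Control set – no-enzyme wells low, DMSO-plus-enzyme wells high control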
SENP8 block-1 – SENP8 (human) protease inhibition | Q96LD8 | recombinant SENP8, Nedd8 substrate fluorescence | inhibition, % at 20 µM | 0.64% of 360,000 active | AID 602440; in the data active means inhibition mostly above about 40%, no sharp cut-off; inactive means mostly below about 27%
SENP6 block – inhibitors of human SENP6 protease; Recombinant SENP6 catalytic domain, aminoluciferin luminescence; inhibition, % at 10 µM; 1.8% of 330,000 active;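 active means inhibition above about 50% at the single tested dose, limit read from the data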;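 further: plate controls were DMSO wells with enzyme for no effect and DMSO wells lacking enzyme for full effect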
PfG6PD inh – PfG6PD (Plasmodium falciparum) enzyme inhibition | PfGluPho enzyme, NADPH resazurin-diaphorase fluorescence | inhibition, % at 20 µM | 0.78% of 350,000 active | AID 504690;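 active means inhibition reaching at least a set limit at 20 µM in the primary screen, cut at about 59% in these data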;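 further: 0% = DMSO wells with substrate and 100% = DMSO wells lacking glucose-6-phosphate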
SENP8 block-2 – SENP8 protease inhibition | AID 2540 | inhibition, % at 10 µM | purified SENP8, Z-RLRGG-aminoluciferin cleavage, luminescence | 1.2% of 330,000 active | Q96LD8; in the data active means inhibition above about 50%
UBC13 polyUb – human UBC13 polyubiquitination inhibition; P61088; UBC13 polyubiquitin chain formation, TR-FRET; inhibition, % at 20 µM; 0.47% of 330,000 active; in the data active means inhibition above about 45%, passing the limit was not always enough
Target sequence (P61088 whole entry, looked up): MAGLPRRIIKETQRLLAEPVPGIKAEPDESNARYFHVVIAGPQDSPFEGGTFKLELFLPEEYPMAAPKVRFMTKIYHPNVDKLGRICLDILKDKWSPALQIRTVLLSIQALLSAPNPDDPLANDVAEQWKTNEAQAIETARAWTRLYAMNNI
beta cell repl – induces beta-cell replication in MIN6 cells. proliferation, % at 10 µM. 0.29% of 330,000 active. AID 2380. MIN6 cells proliferation, ATPlite luminescence, 48 h; cells starved in 0.2% serum; 100% = growth in 10% serum;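 active means compounds whose signal lies at least 3.5 SD above the mean of all wells on their plate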;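 further: 0% = DMSO-treated cells in low-serum medium and 100% = 10% serum control; some compounds called inactive have numbers as strong as hits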
HKDC1 inhibitor – inhibitors of human hexokinase HKDC1. recombinant HKDC1, G6PDH/diaphorase resazurin coupled fluorescence. inhibition, % at 20 µM. 0.16% of 340,000 active. AID 493160;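 active means inhibition above about 35% when tested at 20 µM, limit read from the data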;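 further: plate controls were DMSO wells with enzyme for no effect and DMSO wells lacking enzyme for full effect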
Target sequence (Q2TB90 whole entry, looked up): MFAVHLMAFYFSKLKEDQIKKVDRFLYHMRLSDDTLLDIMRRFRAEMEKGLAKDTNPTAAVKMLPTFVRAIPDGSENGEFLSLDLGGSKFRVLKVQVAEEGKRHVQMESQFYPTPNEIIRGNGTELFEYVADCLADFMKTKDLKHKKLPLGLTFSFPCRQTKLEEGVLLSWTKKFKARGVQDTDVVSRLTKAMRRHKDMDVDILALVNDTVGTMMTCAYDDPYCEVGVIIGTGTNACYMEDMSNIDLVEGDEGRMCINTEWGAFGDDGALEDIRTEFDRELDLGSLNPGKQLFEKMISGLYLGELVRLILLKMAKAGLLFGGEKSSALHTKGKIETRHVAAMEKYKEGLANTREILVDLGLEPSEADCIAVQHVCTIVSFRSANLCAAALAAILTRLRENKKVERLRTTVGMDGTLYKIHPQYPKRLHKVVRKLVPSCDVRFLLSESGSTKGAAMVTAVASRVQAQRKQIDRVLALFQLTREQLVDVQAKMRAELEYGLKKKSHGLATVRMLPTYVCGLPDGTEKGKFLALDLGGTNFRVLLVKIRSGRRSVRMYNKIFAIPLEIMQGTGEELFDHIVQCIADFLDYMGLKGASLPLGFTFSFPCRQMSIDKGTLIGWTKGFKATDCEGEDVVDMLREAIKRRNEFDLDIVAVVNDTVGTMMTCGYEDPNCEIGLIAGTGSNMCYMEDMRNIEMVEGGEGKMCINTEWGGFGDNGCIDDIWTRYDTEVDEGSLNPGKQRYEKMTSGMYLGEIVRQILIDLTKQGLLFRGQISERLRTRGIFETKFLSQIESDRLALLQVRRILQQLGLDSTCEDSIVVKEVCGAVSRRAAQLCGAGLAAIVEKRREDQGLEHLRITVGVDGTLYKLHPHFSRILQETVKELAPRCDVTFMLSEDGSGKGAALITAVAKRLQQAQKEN
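System: Recombinant HKDC1 hexokinase | Amount: HKDC1 at 5 µg/mL | Reagent: Glucose with 1 mM ATP | Doses: Single 20 µM dose | Incubation: Reaction time 90 min, room temperature, protected from light | Signal: Coupled resazurin fluorescence, excitation 525 nm, emission 613 nm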
Numbers without * were called inactive; · = not tested or not shown. The order is random, and some 4% of all compounds hit somewhere here.

compound	SENP7 block	SENP1 FRET inh	SENP8 block-1	SENP6 block	PfG6PD inh	SENP8 block-2	UBC13 polyUb	beta cell repl	HKDC1 inhibitor
COc1cccc(N2CC(C(=O)Nc3nnc(SCC(=O)NCc4ccco4)s3)CC2=O)c1 (stereo not drawn)	-1	-2	3	-6	7	-2	-1	2	1
Cc1ccc(Cl)cc1NC(=O)CCNC(=O)N1CC(=O)Nc2ccccc21	9	3	8	16	1	-16	-2	0	-5
CN(CCc1ccccc1)C(=O)c1ccc(NC(=O)Cc2ccc(NC(=O)C3CCCN(C(=O)C4CCC4)C3)cc2)cc1 (stereo not drawn)	·	1	-3	·	-3	·	·	·	-3
Cc1ccc(NC(=O)C2C3C=CC(O3)C2C(=O)O)cc1C (stereo not drawn)	4	0	14	16	-21	-4	-1	-2	-3
CC(=O)c1ccc(NC(=O)CSc2nc(=O)cc(N)n2-c2ccccc2)cc1	-7	1	4	-2	4	5	9	-1	-5
N#CCCN(C(=O)CSc1nnc(-c2ccncc2)n1C1CC1)c1ccccc1	4	0	7	-8	-5	6	5	3	0
CS(=O)(=O)N(CC(=O)Nc1ccccc1C(=O)N1CCCC1)c1ccccc1Br	-1	0	17	-6	0	7	-8	1	-6
Cc1cc(NC(=O)c2ccccc2O)nc(C)n1	-17	0	-175	-2	4	-19	2	-2	-9
O=C(NCCCN1CCN(c2ccccc2)CC1)Nc1ccccc1C(F)(F)F	13	2	25	-10	0	-6	3	-3	-5
NC1=NC(=O)C(Cc2ccc(Br)cc2)S1 (stereo not drawn)	-13	0	9	-15	0	-10	0	-2	-3
CC(=O)c1cccc(NC(=O)c2ccc(C)o2)c1	-2	2	9	-4	23	-5	6	3	-3
C#CCOCCOCCOCCNc1nc(N2CCN(C(=O)C([C@@H](C)O)n3cc([C@@H](N)CCCCN)nn3)CC2)nc(N2CCN(C(=O)[C@H](CCCCN)n3cc([C@@H](N)[C@H](C)CC)nn3)CC2)n1 (stereo partly drawn)	7	1	8	15	18	8	104*	-3	-11
CCc1cc2c(=O)c(-c3nc(C)cs3)coc2cc1OC(C)C(=O)NCCO (stereo not drawn)	-5	0	-37	8	42	-4	2	0	2
Cc1ccc(S(=O)(=O)/C(C#N)=C/c2c(N3CC(C)OC(C)C3)nc3c(C)cccn3c2=O)cc1 (stereo not drawn)	6	-34	-26	-13	-5	0	-8	-3	0
c1ccc2[nH]c(Cn3nnc4ccccc43)nc2c1	-5	-14	2	-9	-7	-1	0	1	-7
CC(C)CN(C(=O)COC(=O)c1ccccc1SCC(=O)NC1CCCCCC1)C1CCS(=O)(=O)C1 (stereo not drawn)	0	0	-12	-14	19	-10	10	0	-8
O=C(O)c1ccc(NC(=S)NC(=O)c2cccnc2)cc1	3	-1	14	9	3	-13	-2	0	-1
COc1ccc(C(CNC(=O)Cc2cccs2)N(C)C)cc1 (stereo not drawn)	2	-9	9	10	-1	6	6	-2	-3
Nc1nc(-c2cccs2)c(NC(=O)c2ccccc2)s1	1	4	18	-32	33	11	-6	-5	-9
CC1(C)[C@H]2CC[C@]1(C)[C@@H](OC(=O)C[N+]1(C)CCOCC1)C2	1	2	16	-27	-11	-2	-1	-3	-4
NNC(=O)Cn1c(-c2ccccc2)cc(=O)n2ncnc12	4	2	18	18	-17	4	5	0	-4
O=C(Oc1ccc(-c2nc(-c3ccccn3)no2)cc1)c1ccccc1	100*	1	19	98*	-13	97*	-13	-3	6
Cc1cc(=O)oc2c1c(C(F)(F)F)nn2-c1ccccc1	-4	4	23	-22	-11	2	-3	-1	1
CN(C(=O)COC(=O)c1ccccc1SCC(=O)NC1CCCCCCC1)C1CCS(=O)(=O)C1 (stereo not drawn)	3	1	4	-3	17	-6	6	-1	-9
CC(=O)N1CCCc2cc(S(=O)(=O)NC(C(=O)NC(C)c3ccccc3)C(C)C)ccc21 (stereo not drawn)	-4	0	14	1	-9	-9	-6	-3	1
COc1ccccc1NC(=O)CSc1nc2n[nH]c(C)c2c(=N)n1-c1ccccc1Cl	0	-1	-22	-10	11	1	34	-6	-13
CCCN1CNc2c(c(=O)[nH]c(=S)n2-c2ccc(Cl)cc2)C1	-5	-9	-9	-19	11	2	-6	0	-4
CC(C)NC(=O)CN1C(=O)c2cccc3cccc1c23	-4	-16	-134	20	2	6	-3	0	3
CCC(C)N1C(=O)C2C(C(=O)Nc3cccc(OC)c3)C3C=CC2(O3)C1C(=O)NC1CCCCC1C (stereo not drawn)	-5	0	12	-6	-15	4	5	2	-2
CC1=NN(C(=O)c2ccccc2Br)C(O)(c2ccc(Cl)cc2)C1 (stereo not drawn)	1	2	6	5	-7	-11	1	0	-10
CC(=O)NCc1ccc(-c2nc3ccccc3s2)cc1	72*	-9	-100	80*	8	64*	-2	-4	-4
O=C(CCc1ccccc1)NNC(=O)COc1ccccc1	-13	3	13	-8	13	-2	-6	-1	-4
Cc1occc1C(=O)NCc1ccc(C(=O)O)o1	4	0	11	-2	-2	1	-6	-2	-13
O=C1CC(C(=O)Nc2cccc(F)c2)n2ncnc2N1 (stereo not drawn)	-1	1	2	-13	6	-5	4	0	-2
CCCOc1cccc(-c2cc(C(=O)N/N=C/c3cccnc3)c3ccccc3n2)c1	-6	0	-140	8	11	6	5	-3	-1
CNC(C)C(=O)NC(C(=O)N1CCCC1C(=O)NC1CCCc2ccccc21)C(C)C (stereo not drawn)	5	4	10	2	-7	-12	8	-4	-4
CCOCCCN(C(=O)Cn1nnc(-c2ccc(C)o2)n1)C(C(=O)NC1CCCC1)c1ccco1 (stereo not drawn)	7	1	7	-15	4	1	1	2	-7
Cc1ccc(C(=O)COC(=O)C2CC3CCCC(C2)C3=O)cc1[N+](=O)[O-] (stereo not drawn)	9	3	18	-13	-8	1	-2	-2	1
CCCN1CCC(=O)N(CCSc2ccccc2)CC1	-4	1	6	-23	0	-17	-1	-5	-8
COc1ccccc1N1CCN(C(=O)Cc2ccc(Cl)cc2)CC1	-9	1	12	1	-19	-10	9	-2	0
CNC(=O)c1sccc1SCc1ccc(Cl)cc1Cl	3	2	16	-19	-3	-4	2	1	-1
O=C(CSc1nc2ccccc2c(=O)n1CCCN1CCOCC1)N1CCN(c2ccccc2)CC1	1	3	20	-3	-7	2	5	-1	0
O=C(/C=C/c1ccco1)NC(=S)Nc1ccc(O)c(-c2nc3ccccc3s2)c1	6	-24	-11	25	-6	11	-26	-3	-3
Cc1ccc2oc3c(c(=O)c2c1)C(c1cccc(Br)c1)N(Cc1ccco1)C3=O (stereo not drawn)	·	2	10	·	-16	·	·	·	-10
O=S(=O)(c1ccc(N2CCOCC2)cc1)N1CCOCC1	9	-1	18	-1	-4	-4	2	-1	-2
CC(Oc1ccc2c(-c3ccccc3)cc(=O)oc2c1)C(=O)NC(Cc1c[nH]c2ccccc12)C(=O)O (stereo not drawn)	-7	-27	-19	5	-18	15	6	-2	-1
COc1cccc2cc(C(=O)N3CCN(C45CC6CC(CC(C6)C4)C5)CC3)c(=O)oc12	9	-21	-21	7	18	4	12	-2	1
N#CC(C#N)=C1CCc2ccccc2N1	-4	1	23	-9	-9	1	-4	0	3
c1ccc(-c2nnc3sc(-c4csc5c4CCCC5)nn23)cc1	5	-7	11	-3	73*	9	-5	-4	2
O=C(COC(=O)Cc1ccc(-c2ccccc2)cc1)NCc1ccc(F)cc1	-1	4	14	-2	-2	-3	4	0	-15
OC1CCN(c2ncnc3c2nnn3Cc2c(F)cccc2Cl)CC1	-1	-2	20	-4	-1	-2	2	-1	-6
Clc1cccc(-c2nnc(SC/C=C/c3ccccc3)n2Cc2ccco2)c1	-6	-3	11	6	0	-8	-11	-6	9
CCc1nn(CC(=O)O)c(=O)c2ccccc12	4	3	7	-14	-17	4	-3	-1	8
N=c1oc2ccc(Cl)cc2cc1C(=O)NC1CCCCCC1	-5	4	-9	2	10	-1	4	-5	-2
Cc1c(Cl)ccc(S(=O)(=O)NCCN2CCOCC2)c1Cl	3	1	0	12	7	-3	-2	-5	-3
O=C(CN1CCCCCC1)Nc1ccccc1Cl	5	1	17	-7	-22	0	3	-4	1
COc1cc(-c2n[nH]c(=S)n2-c2cc(C(F)(F)F)ccc2Cl)cc(OC)c1OC	-4	1	6	-26	29	-10	-6	-1	12
Cc1cccc(NC(=O)CN2CCN(C(=O)c3c(C)nn(Cc4ccccc4)c3C)CC2)c1C	4	2	18	-12	-4	-3	1	1	-5
COC(=O)C1=C(C)N(Cc2ccccc2)C(=NCC(C)C)N[C@H]1c1ccccc1	7	·	·	3	13	1	45	-9	-1
O=C(NCc1ccccc1)/C(=C\c1ccc([N+](=O)[O-])cc1)NC(=O)c1ccco1	-3	3	8	-2	7	5	-6	1	-6

Next entries
compound	SENP7 block	SENP1 FRET inh	SENP8 block-1	SENP6 block	PfG6PD inh	SENP8 block-2	UBC13 polyUb	beta cell repl	HKDC1 inhibitor
Cc1ccc(S(=O)(=O)NCC(=O)OCC(=O)N(C)C2CCCCC2)cc1	4	-1	3	-9	3	-8	8	-4	-5
Cc1cccc(NC(=O)CC2C(=O)NC3CCCCC3N2C(=O)c2ccccc2Cl)c1 (stereo not drawn)	2	-2	12	-1	-4	2	2	-2	-1
O=C(NCCNC(=O)c1cccs1)c1ccco1	10	-1	13	-12	-4	-5	7	1	0
CCCn1c(=O)c2ccccc2n2c(SCC(=O)c3ccccc3)nnc12	2	-2	5	10	16	6	-5	2	-2
COCCN(C(=O)C1CCCO1)c1c(N)n(CC(C)C)c(=O)[nH]c1=O (stereo not drawn)	5	0	-1	-2	5	-14	1	-1	-3
COc1cc(C2Nc3ccc4ncccc4c3C3=C2C(=O)CCC3)ccc1O (stereo not drawn)	3	-12	-365	-4	12	0	-12	0	16
O=C1CC(c2ccccc2)CC(O)=C1C=NCCCO (stereo not drawn)	6	-3	15	-2	3	3	2	-4	-9
CCCc1cc(=O)oc2cc(OCC(=O)NCC(O)c3ccccc3)ccc12 (stereo not drawn)	1	2	-128	20	-7	5	2	-3	-7
COc1ccc(-c2cc3nc(-c4ccccc4)cc(N4CCC(O)CC4)n3n2)cc1	-2	-15	-351	-21	15	-6	10	-6	-5
CCOc1ccc(S(=O)(=O)N2CCC(C(=O)NCc3ccco3)CC2)cc1C	3	2	11	-7	1	3	4	-2	-6
Cc1ccc(CNS(=O)(=O)c2ccc(Br)s2)cc1	0	-3	14	-5	17	-7	5	3	7

A run of entries of the results above, for reference:
compound	SENP7 block	SENP1 FRET inh	SENP8 block-1	SENP6 block	PfG6PD inh	SENP8 block-2	UBC13 polyUb	beta cell repl	HKDC1 inhibitor
COc1cccc(N2CC(C(=O)Nc3nnc(SCC(=O)NCc4ccco4)s3)CC2=O)c1 (stereo not drawn)	-1	-2	3	-6	7	-2	-1	2	1
Cc1ccc(Cl)cc1NC(=O)CCNC(=O)N1CC(=O)Nc2ccccc21	9	3	8	16	1	-16	-2	0	-5
CN(CCc1ccccc1)C(=O)c1ccc(NC(=O)Cc2ccc(NC(=O)C3CCCN(C(=O)C4CCC4)C3)cc2)cc1 (stereo not drawn)	·	1	-3	·	-3	·	·	·	-3
